Screening results as filed in PubChem.
F-actin modifier: modifiers of cytoskeleton assembly | hit rate 0.18% among 91,000 | inhibition, % at 2 µM | HUVEC TNFa F-actin phalloidin imaging, high content;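 active = inhibition above the batch mean plus 3 SD and confirmed as a hit by visual image inspection, cut at about 30% in these data, passing the limit was not always enough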; note: strong numbers were not always called active
IL1B cytotox: HUVEC cytotoxicity counter-screen, IL-1B stimulated | HUVEC cell count loss, Hoechst imaging | cell count reduction, % at 2 µM | hit rate 0.41% among 94,000 | AID 845;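 active = cell count reduction more than 3 SD above the screen-wide mean, cut at about 70% in these data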;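 note: normalized per plate to untreated control cells as the no-loss baseline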
HUVEC tox TNFa: toxic to HUVEC cells under TNF alpha stimulation; HUVEC TNFalpha-stimulated, Hoechst cell count, imaging; cell count reduction, % at 2 µM; hit rate 0.17% among 93,000; AID 848;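 active = cell count reduction exceeding the screen mean by over 5 SD, scaled to untreated wells per plate, cut at about 78% in these data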;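 note: cells counted after 24 h of TNF alpha exposure following the 1 h pretreatment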
ERa SRC1 inh: ER-alpha (human) coactivator binding inhibition. P03372. TR-FRET ER-alpha LBD / SRC-1 peptide, estradiol-bound. inhibition, % at 25.6 µM. hit rate 1.7% among 86,000; in the data active = inhibition above about 50%;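 note: 0% = receptor plus peptide control and 100% = peptide only without receptor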
PTPN22 inh 2: blocks human PTPN22 phosphatase activity; inhibition, % at 2 µM; hit rate 0.21% among 96,000; AID 640; recombinant LYP catalytic domain, DiFMUP fluorescence;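 active = inhibition at 2 µM at or above a set limit, the screen mean plus 3 SD, cut at about 24% in these data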;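 note: 0% = DMSO with enzyme and 100% = enzyme fully blocked by orthovanadate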
VCAM1 TNFa inh: reduces TNF alpha induced VCAM1 expression in HUVEC. HUVEC TNFa-induced VCAM-1 immunofluorescence, high-content imaging. inhibition, % at 2 µM. hit rate 0.48% among 95,000;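 active = inhibition above the batch mean plus 3 SD, with images confirmed as a hit by eye, cut at about 37% in these data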;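 note: 0% = TNF-stimulated DMSO wells and 100% = unstimulated control wells; not every result past the cut was called active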
PTK2B oligo ant: Pyk2 (human) oligomerization antagonism; Q14289; hit rate 0.83% among 99,000; Q293 cells, Pyk2 FERM NanoBiT luminescence; hits give low values; z-score (the deposit names both 25 µM and 10 µM); AID 1347419;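 active = Z-score of -3 or lower, scaled per plate to the spread of control and sample wells; inactive = z-score above -3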;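 note: negative z-score means lost luminescence so less FERM oligomerization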
LYP act: activators of human LYP (PTPN22) phosphatase. activation, % at 2 µM. recombinant LYP, DiFMUP fluorescence; 0 = plate median, 100 = signal doubled. hit rate 0.11% among 96,000. AID 697;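 active = activation at 2 µM above a set limit, the mean plus 5 SD, cut at about 37% in these data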
FAK blocker: blocks human focal adhesion kinase activity; Q05397; biochemical FAK kinase activity assay; inhibition, %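 (tested at 7 µM)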; hit rate 0.84% among 97,000; AID 727; in the data active = inhibition above about 19%;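 note: 0% = DMSO and 100% = reference compound high control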
Target sequence (Q05397 whole entry, looked up): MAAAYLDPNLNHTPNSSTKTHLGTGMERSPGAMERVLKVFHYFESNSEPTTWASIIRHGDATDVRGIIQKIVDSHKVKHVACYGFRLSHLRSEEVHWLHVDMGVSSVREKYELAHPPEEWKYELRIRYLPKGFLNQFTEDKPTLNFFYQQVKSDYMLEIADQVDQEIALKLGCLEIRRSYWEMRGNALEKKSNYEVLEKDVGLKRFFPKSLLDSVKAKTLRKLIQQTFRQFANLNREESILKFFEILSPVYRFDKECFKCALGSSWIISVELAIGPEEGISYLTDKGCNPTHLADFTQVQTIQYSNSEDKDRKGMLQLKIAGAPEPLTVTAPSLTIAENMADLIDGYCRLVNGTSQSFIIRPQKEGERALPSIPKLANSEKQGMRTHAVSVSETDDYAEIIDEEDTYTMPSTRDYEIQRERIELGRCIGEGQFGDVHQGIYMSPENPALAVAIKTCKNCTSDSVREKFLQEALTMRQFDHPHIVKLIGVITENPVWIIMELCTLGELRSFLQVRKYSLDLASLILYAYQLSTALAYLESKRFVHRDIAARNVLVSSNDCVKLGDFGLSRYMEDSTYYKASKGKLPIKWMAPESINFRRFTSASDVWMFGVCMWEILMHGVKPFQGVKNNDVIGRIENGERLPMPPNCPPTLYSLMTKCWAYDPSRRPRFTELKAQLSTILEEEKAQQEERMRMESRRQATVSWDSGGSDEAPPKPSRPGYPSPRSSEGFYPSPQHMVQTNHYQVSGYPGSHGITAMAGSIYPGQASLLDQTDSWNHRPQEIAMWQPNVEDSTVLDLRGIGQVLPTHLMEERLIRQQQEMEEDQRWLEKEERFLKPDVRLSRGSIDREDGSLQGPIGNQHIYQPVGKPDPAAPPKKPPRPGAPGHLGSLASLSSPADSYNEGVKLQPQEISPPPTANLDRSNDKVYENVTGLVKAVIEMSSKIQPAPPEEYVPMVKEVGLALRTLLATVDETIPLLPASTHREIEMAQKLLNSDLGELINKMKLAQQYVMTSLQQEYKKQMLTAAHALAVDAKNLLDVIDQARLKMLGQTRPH
Starred values were filed as active, the others as inactive; · = not tested or not shown; [ ] = remark or other dose.

The line under a structure holds: F-actin modifier	IL1B cytotox	HUVEC tox TNFa	ERa SRC1 inh	PTPN22 inh 2	VCAM1 TNFa inh	PTK2B oligo ant	LYP act	FAK blocker
(1) CC1CC(c2ccccc2)n2nc(N3C(=O)c4ccccc4C3=O)nc2N1 (configuration not stated)
→ 25.1	-16.4	51.9	-0.8	2.5	0.8	3.49	-4.4	1.3
(2) COc1ccc(/C=N/N2CCN(c3ccccc3OC)CC2)cc1OC
→ 13.9	26.6	8.1	·	14.5	-0.8	-0.13	-9.0	0.8
(3) CCCCCN(C(=O)CN(C)Cc1ccc(OC)cc1OC)c1c(N)n(CCCC)c(=O)[nH]c1=O
→ 1.2	3.2	-9.8	·	3.7	13.6	0.63	-5.1	-2.7
(4) CCOc1ccccc1NC(=O)C(=O)NCC1CCCN1CC (configuration not stated)
→ 2.8	-20.4	-4.8	·	-3.4	-4.9	0.13	8.8	-2.0
(5) Cc1ccc(Cl)cc1Nc1nc(-c2sc(NC(=O)c3ccco3)nc2C)cs1
→ 34.6	-26.0	-2.1	·	8.0	3.6	·	-5.6	1.5
(6) COc1nc(-c2cccs2)cc(-c2ccc(C)cc2)c1C#N
→ -24.7	-27.7	12.8	·	-1.3	22.1	-1.69	3.4	-6.4
(7) CC(C)N(C(=O)CSc1ncnc2sc(-c3ccccc3)cc12)C(C)C
→ -2.6	-6.9	-7.3	-2.2	12.6	4.2	0.89	-11.6	1.5
(8) CN(CC(=O)Nc1ccccc1C(=O)N1CCCC1)S(=O)(=O)c1ccc(Cl)cc1
→ ·	2.0	-8.6	5.0[fluorescence artefact?]	8.8	-6.8	0.35	-5.7	1.8
(9) Cc1cc(CN2C(=O)c3ccccc3C2=O)on1
→ 5.5	-42.1	3.1	-0.2	-8.9	23.0	0.45	5.3	-0.5
(10) CCCC(c1nnnn1CCc1ccccc1)N1CCN(C(=O)c2ccco2)CC1 (configuration not stated)
→ -10.6	-31.5	-27.4	-0.6	1.1	-0.6	-0.31	-1.2	-0.3
(11) O=C(Nc1ccccc1-c1ccccc1)c1ccc(Br)o1
→ ·	-11.0	-58.6	4.3	4.3	3.3	-0.91	-3.3	2.9
(12) COc1ccc(CC(=O)n2nc(-c3ccc(Cl)cc3)nc2NCc2ccco2)cc1
→ -16.4	-11.2	-10.7	5.6	10.2	-1.7	-0.94	-7.2	6.3
(13) CCOC(=O)c1ccc(NC(=O)Nc2ccc(OC)c(OC)c2)cc1
→ 14.1	-12.9	·	-3.1	-3.4	13.5	0.07	4.0	1.1
(14) Cc1ccc(S(=O)(=O)N2CCOCC2)cc1C(=O)N1c2ccccc2Sc2ccccc21
→ -9.5	-18.0	-4.5	·	2.3	16.4	-1.12	0.5	0.2
(15) COc1ccc(C(c2c(O)cc(C)oc2=O)c2c(O)cc(C)oc2=O)cc1
→ 8.9	-14.6	5.2	·	-29.7	-0.4	0.31	34.8	-2.2
(16) Cc1nnc(NC(=O)CSc2ccccn2)s1
→ 35.2	-30.6	-16.9	-3.5[fluorescence artefact?]	-7.3	6.3	-0.5	4.9	-7.4
(17) Cc1ncsc1CCOC(=O)C12CC3CC(CC(C3)C1)C2
→ 2.6	4.4	5.0	·	7.0	8.6	-0.32	-3.7	2.7
(18) CC1CC(C)(C)CC2(C1)NC(=S)N(c1ccccc1)N2 (configuration not stated)
→ ·	7.7	-21.8	2.3[fluorescence artefact?]	-3.5	8.3	0.37	5.2	-2.5
(19) C=CCOc1ccc(CNn2cn[nH]c2=S)cc1
→ 3.9	-41.6	-4.3	·	2.6	8.9	1.33	0.0	-3.0
(20) Cc1ccc(S(=O)(=O)NCc2cn3c(C)csc3n2)cc1
→ -22.6	-5.0	-4.0	-0.5[fluorescence artefact?]	8.5	-7.1	1.9	-10.7	-4.6
(21) O=C(C1CCCCC1)N1CCN(c2ncccn2)CC1
→ -3.6	-7.1	-17.1	-2.4[fluorescence artefact?]	3.0	-7.6	-0.69	-4.9	0.5
(22) CCCc1[nH][nH]c(=O)c1C(c1cccc(Cl)c1)C(C#N)C#N (configuration not stated)
→ -9.8	-6.9	-9.5	9.7	-5.6	-5.1	-0.06	6.3	-1.8
(23) O=C(c1cnccn1)N(Cc1ccco1)C1(C(=O)NC2CCCC2)CCCCC1
→ 7.5	-20.5	-14.4	2.4	-6.3	-14.0	-0.53	5.3	1.4
(24) O=C(NCCCCC(NC(=O)C1CCCCC1)C(=O)O)c1ccccc1 (configuration not stated)
→ -14.7	31.5	8.5	-5.7	-8.0	-17.5	0.49	0.3	2.4
(25) COc1ccc(OC(=O)c2cc3ccccc3o2)cc1
→ 9.2	-30.2	7.0	2.8	7.7	14.5	-0.18	-8.2	1.1
(26) Cc1ccc(S(=O)(=O)NC(CN2CCOCC2)=NCCNS(=O)(=O)c2ccccc2)cc1
→ -26.3	-11.1	1.4	-4.0	-5.1	-7.0	0.54	1.9	-2.6
(27) CN(C(=O)c1ccccc1)c1ccc(OCC(=O)NC2CCS(=O)(=O)C2)cc1 (configuration not stated)
→ 18.8	-8.6	4.9	-6.4[fluorescence artefact?]	5.3	10.6	0.84	-6.4	-2.2
(28) CC(=O)N1CCN(c2ccc(N=Cc3c(O)n(Cc4ccccc4)c(=O)[nH]c3=O)cc2)CC1
→ -13.7	2.8	2.7	17.8[fluorescence artefact?]	3.1	7.3	-1.74	3.1	5.4
(29) Cc1ccc2[nH]c(=O)c(CN(CCN3CCOCC3)C(=O)Nc3ccccc3F)cc2c1
→ 18.4	-5.3	-12.7	-3.1	-4.1	5.0	0.44	6.8	0.5
(30) CN(C)CCCNC(=O)c1ccc(-c2ccccc2)cc1
→ -33.6	-11.1	-24.9	-2.9	-15.4	1.1	0.1	16.8	-0.3
(31) COc1ccc(NC(=O)CSc2nnc(CNc3ccc(F)cc3)o2)c(OC)c1
→ -15.4	0.6	-4.5	-3.4	-0.1	-14.0	-0.55	-0.6	-0.6
(32) Cc1cc(C(=O)O)c(C)n1-c1ccccc1
→ 13.8	8.3	-18.9	·	2.7	-5.6	-0.38	-4.1	-2.6
(33) O=c1c2sc(-c3ccccc3)cc2nc2n1CCC2
→ 10.0	4.1	-9.7	-4.0	0.1	-16.4	-0.41	0.5	-1.5
(34) COc1ccc(C)cc1S(=O)(=O)N1CCN(c2cccc(C(F)(F)F)c2)CC1
→ -2.1	-5.0	-21.3	30.1	-2.1	5.5	-2.48	-1.7	-0.7
(35) CC(=O)Nc1ccc(OCC=C(Cl)Cl)cc1
→ 13.0	20.0	-0.9	-4.0	10.9	-4.7	-0.01	-5.3	6.2
(36) CCOC(=O)N1CCC(Nc2c(-c3ccc(C)cc3)c(=O)c2=O)CC1
→ -4.3	-26.8	-0.4	-12.3	-9.3	5.3	0.72	4.8	-0.5
(37) CC(O)(CS(=O)(=O)Cc1cccc(C(F)(F)F)c1)C(=O)Nc1cccc(C(F)(F)F)c1 (configuration not stated)
→ -13.9	1.2	-24.5	·	-3.1	11.6	0.53	6.4	1.1
(38) COc1ccccc1NC(=O)c1ccc(NS(=O)(=O)c2c(C)noc2C)cc1
→ 8.1	10.9	-29.3	·	-6.4	5.0	-0.97	4.3	0.4
(39) Cc1nc2c(sc3nc4c(cc32)COC(C)(C)C4)c(=O)o1
→ -1.1	-21.7	-1.2	·	-8.8	-0.9	-0.37	6.5	-2.3
(40) CCC(=O)N1CCc2cc(S(=O)(=O)NCCN3CCCCC3CC)ccc21 (configuration not stated)
→ -18.0	-2.9	7.2	-9.8	13.8	-18.8	0.83	-13.3	-1.6
(41) CNS(=O)(=O)c1cnccc1N1CCN(c2cccc(C)c2)CC1
→ 1.6	-0.7	-19.8	·	9.6	-6.6	0	-9.0	0.4
(42) COc1ccc(/C=N/NC(=O)c2ccc3ccccc3c2)cc1OS(=O)(=O)c1ccc(NC(C)=O)cc1
→ -15.3	7.7	20.7	·	-8.6	28.9	-2.39	11.4	-0.5
(43) O=S(=O)(c1ccc(-c2nc3ccccc3s2)cc1)N1CCCC1
→ -32.4	-0.8	17.3	-5.4	1.8	-4.1	-0.69	-4.3	-1.1
(44) CCc1ccc(NC(=O)c2onc(C)c2Cl)cc1
→ -6.0	-1.0	-28.0	-1.9	-7.6	21.6	·	6.0	-0.1
(45) NCCCCCc1nnc(SCc2ccc(Cl)c(Cl)c2)o1
→ 5.9	0.8	-18.8	0.1	-2.1	10.9	0.54	-0.7	-3.5
(46) COc1ccc(S(=O)(=O)NC(CC(=O)N2CCc3ccccc32)c2ccco2)cc1 (configuration not stated)
→ -6.4	-7.4	-5.2	-8.6	-31.6	13.7	-0.13	30.6	0.0
(47) COc1ccccc1CC(=O)Nc1ccccc1C(=O)O
→ -5.1	14.7	50.5	-4.7	-9.8	9.0	0.13	7.1	-2.8
(48) O=C(Nc1c2c(nn1-c1ccc(Cl)cc1)CS(=O)(=O)C2)c1ccc2c(c1)OCO2
→ -7.9	-61.3	-33.3	11.4	2.7	-5.3	0.43	-4.5	1.8
(49) O=C(O)CCc1ccc(S(=O)(=O)NCCc2ccccc2)cc1
→ 11.8	-3.7	-17.9	-4.1	7.2	10.9	0.28	-4.1	-3.1
(50) CCOC(=O)CCc1c(C)c2ccc(OCc3nn[nH]n3)cc2oc1=O
→ 5.3	-24.4	-13.9	-7.0	-17.4	7.0	0.1	14.9	-7.7
(51) COC(=O)c1nc(-c2ccccc2)oc1N(C)C
→ 12.3	4.3	-14.4	5.6	-3.2	2.0	0.97	-1.9	1.9
(52) COc1ccc(N2CCN(c3nc(Cl)nc(N4CCOCC4)n3)CC2)cc1
→ 6.8	-42.2	·	-1.8	-1.7	-1.5	0.26	2.3	-0.6
(53) Cc1cc(C)n2nc(CC(=O)NC3CCCC(C)C3C)nc2n1 (configuration not stated)
→ -7.9	-1.4	-1.7	2.2	-6.3	-5.2	-0.31	4.1	-1.5
(54) Cc1onc(-c2ccccc2Cl)c1C(=O)Nc1cccc(-c2nc3ncccn3c2C)c1
→ -5.1	1.8	-17.0	·	-1.4	13.2	1.2	0.7	-4.7
(55) Nc1cc(Cl)ccc1Oc1ccc2ccccc2c1
→ 7.3	-2.3	-12.8	·	1.1	24.3	-0.79	-1.3	-0.3
(56) CC1(C(=O)CSc2n[nH]c(-c3ccccc3Cl)n2)CCC(=O)O1 (configuration not stated)
→ 49.0	1.7	-16.4	·	-1.6	-3.7	·	0.1	-2.4
(57) COc1ccc(CNC(=O)C2CCN(S(=O)(=O)c3c(C)n[nH]c3C)CC2)cc1
→ -2.3	-10.7	-19.3	-3.5[fluorescence artefact?]	-2.9	1.0	-0.15	0.5	-3.8
(58) CSc1nc2cc(S(=O)(=O)N3CCOCC3)ccc2s1
→ -5.8	-145.0	-18.1	7.6	6.7	9.1	-0.55	-7.4	1.3
(59) COc1cccc(CNC(=O)CCNC(=O)Cn2ccc3ccccc3c2=O)c1
→ 15.0	-30.5	-27.2	·	4.4	8.8	-0.15	-6.3	0.8
(60) COc1ccc(/C=N\NC(=O)COc2ccc(C(C)(C)C)cc2)cc1Cn1nc(C)cc1C
→ -15.8	-19.1	-3.2	·	15.2	-1.4	1.33	-14.6	0.6
(61) CC1CCN(c2cc(N3CCOCC3)c(F)cc2[N+](=O)[O-])CC1
→ -33.0	9.4	1.4	·	6.4	-6.8	-0.85	-1.1	4.9
(62) CN(Cc1ccccc1)C(=O)c1cccc(N2C(=O)NC3CC2(C)Oc2ccccc23)c1 (configuration not stated)
→ -9.6	·	-19.2	-6.6	-10.4	17.3	-1.15	7.5	-0.2

2 of the compounds above, tab-delimited:
cpd	smiles	F-actin modifier	IL1B cytotox	HUVEC tox TNFa	ERa SRC1 inh	PTPN22 inh 2	VCAM1 TNFa inh	PTK2B oligo ant	LYP act	FAK blocker
47	COc1ccccc1CC(=O)Nc1ccccc1C(=O)O	-5.1	14.7	50.5	-4.7	-9.8	9.0	0.13	7.1	-2.8
48	O=C(Nc1c2c(nn1-c1ccc(Cl)cc1)CS(=O)(=O)C2)c1ccc2c(c1)OCO2	-7.9	-61.3	-33.3	11.4	2.7	-5.3	0.43	-4.5	1.8
